Screening results: PubChem BioAssay, Broad Institute
miR-122 sensor = miR-122 Renilla sensor signal increase in Huh7, primary screen, miR-122 inhibitor project, cell-based, single point, plate reader; activation (reporter increase), % at 12.5 µM; Huh7 miR-122 Renilla luciferase sensor, 48 h; neutral wells = 0, positive control = 100; AID 602342, 2012; hit rate 0.3% among 340,000;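 active = mean replicate activation score at least 90 and every replicate individually at or above 90; inconclusive = only one of the two criteria met; inactive = neither criterion met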;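 note: higher luciferase means less miR-122 activity so hits act as miR-122 inhibitors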
PAX8 reporter = inhibitors of PAX8-driven TPO luciferase reporter, primary screen, RMG-I cells, single concentration; SteadyGlo, 24 h; inhibition, % at 12.6 µM; hit rate 1.2% among 360,000; AID 652154, 2013;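 active = mean replicate inhibition at least 60% with every replicate also reaching 60%; inconclusive = only one of the two criteria is met; inactive = mean below 60% and not all replicates reaching 60%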;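 note: luciferase light reporting Pax8 driven TPO promoter activity; plate controls were median of neutral control wells for no effect and mitoxantrone controls for full effect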
PGC1a acetyl inh = inhibitors of PGC1a acetylation signal, primary screen, cell-based, U2OS, AlphaScreen, inhibitor mode. inhibition, % at 15.6 µM. AlphaScreen anti-acetyl-lysine; with virally co-expressed GCN5 acetyltransferase. hit rate 0.17% among 350,000;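 active = every replicate shows inhibition of at least 40%; inconclusive = mean inhibition at least 40% but some replicate below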;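 note: 0% = neutral control wells and 100% = positive control wells; some results beyond the cut were filed as inactive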
LGR2 antag = inhibitors of bursicon-induced LGR2 CRE-luciferase signal, primary screen, cell-based, HEK293, CRE-luciferase reporter, bursicon stimulation. Drosophila bursicon receptor LGR2 (rickets). bursicon-stimulated, 4 h. inhibition, % at 9.99 µM. hit rate 0.35% among 380,000;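 active = drop in luminescence signal, shown as inhibition above about 50% in the replicate tests, limit read from the data, passing the limit was not always enough; inconclusive = probably only some replicates passing the limit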;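 note: agonist challenge used bursicon conditioned medium at about half maximal strength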
EWS-Fli block = EWS/Fli-driven NR0B1 reporter inhibitors, primary screen, A673 cells, NR0B1 luciferase, luminescence, MLPCN library. viability-normalised. inhibition, % at 12.6 µM. hit rate 0.67% among 350,000. AID 651661, 2012;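 active = mean inhibition of at least 50% after viability correction, with every replicate also passing that limit; inconclusive = mean reaches 50% but only one of two replicates passes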;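 note: firefly luciferase signal divided by Alamar Blue viability fluorescence both relative to DMSO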
Cneo AK release = Cryptococcus neoformans cell lysis inducers, primary screen, AK release luminescence, single concentration; C. neoformans lysis, adenylate kinase release luminescence, 4 h; normalised: neutral wells 0, clomiphene wells 100; lysis activity, % at 15 µM; hit rate 0.2% among 360,000; AID 651654, 2012;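 active = mean lysis activity across replicates of at least 80%, whatever share of replicates individually reach that level; inactive = mean lysis activity below 80%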
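Material: C. neoformans cells | Amount: Yeast cell density of 5 × 10^6 cells/mL | Medium: Fresh YPD growth medium | Dosing: Single dose | Times: Static 4 h at 37 °C with compound, 1 h detection | Detection: AK luminescence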
FN deposition inh = inhibitors of fibronectin matrix deposition, primary screen, AH1F cells, Alexa488-fibronectin fluorescence, plate reader; inhibition, % at 12.6 µM; hit rate 0.086% among 350,000; AH1F fibroblasts, overnight;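 active = mean inhibition across replicates of 30% or more, regardless of how many single replicates reach that level; inconclusive = mean under 30% yet at least half of replicates reach 30%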;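 note: positive control wells lacked labelled fibronectin entirely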
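Material: AH1F fibroblasts assembling fluorescent fibronectin matrix; amount: 10000 AH1F cells/well; medium: DMEM, 2% serum; reagent: Alexa488-fibronectin, 24 nM final in well; dosing: single compound dose, delivered by pin transfer; incubation: 1 h adhesion, overnight exposure; detection: fluorescence after three HBSS washes, excitation 485 nm, emission 525 nm; measure: fibronectin deposition inhibition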
CASP6 VEID inh = human caspase-6 inhibitors, primary screen, biochemical, VEID-R110 fluorescence, single point, set 2. P55212. purified caspase-6, Z-VEID-R110 cleavage fluorescence. inhibition, % at 12.5 µM. hit rate 0.53% among 350,000. AID 686996, 2013;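 active = mean inhibition across replicates at least about 35%, with every replicate also reaching that limit, limit read from the data; inconclusive = only one of the two criteria met; inactive = neither criterion met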;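 note: 0% = median of neutral control wells and 100% = no fluorescence left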
Target sequence (P55212 24-179 limits assumed): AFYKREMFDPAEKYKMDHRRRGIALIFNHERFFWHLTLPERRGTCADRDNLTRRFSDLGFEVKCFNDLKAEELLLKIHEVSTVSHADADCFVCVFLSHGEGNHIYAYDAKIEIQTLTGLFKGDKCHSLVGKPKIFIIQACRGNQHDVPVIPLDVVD
Target sequence (P55212 194-293 limits assumed): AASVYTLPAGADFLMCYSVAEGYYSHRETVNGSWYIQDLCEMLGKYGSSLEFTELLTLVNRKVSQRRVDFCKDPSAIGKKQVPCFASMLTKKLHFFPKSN
An asterisk follows results filed as active; i = inactive; ? = inconclusive; nt = no result given; [ ] = remark or other dose.

compound,miR-122 sensor,PAX8 reporter,PGC1a acetyl inh,LGR2 antag,EWS-Fli block,Cneo AK release,FN deposition inh,CASP6 VEID inh
CC(=O)Nc1ccc2nc3c(=O)n(C)c(=O)n(C)c3nc2c1,nt,17,20,28,-3,nt,-3,17
O=C(C[C@@H]1CC[C@@H]2[C@H](COC[C@H](O)CN2S(=O)(=O)c2ccc(F)cc2)O1)NCc1ccncn1,7[16.7 µM],-4,7,-1,-7,3,-10,-1
CCCCn1nc2cc(C(=O)NCC34CC5CC(CC(C5)C3)C4)ccc2c1OCC,2,1,-4,4,13,0,-3,0
C[C@H](O)C#Cc1ccc2c(c1)O[C@H](CN(C)Cc1ccccc1)[C@H](C)CN([C@@H](C)CO)S2(=O)=O,-4[16.7 µM],nt,7,2,-13,-2,4,1
CNC[C@H]1Oc2c(NS(C)(=O)=O)cccc2C(=O)N([C@@H](C)CO)C[C@H]1C,8[16.7 µM],-14,6,10,-10,-4,nt,-1
COc1ccc(NC2CCCN(C(=O)C3(C)CCCCC3)C2)cc1 (configuration not stated),1,0,9,-6,5,-2,3,-3
CCOC(=O)C1CCCN(CCC(=O)Nc2ccccc2C)C1 (configuration not stated),nt,-4,nt,2,-20,nt,3,0
COc1ccc(NC(=O)N(C)C[C@@H]2Oc3ccc(NC(=O)Nc4ccccc4)cc3C(=O)N([C@@H](C)CO)C[C@H]2C)cc1,4[16.7 µM],-1,5,16,-2,-3,nt,-2
O=C(O)c1cccnc1SC1CC(=O)N(c2ccc(OC(F)F)cc2)C1=O (configuration not stated),1,-12,9,9,-10,2,0,0
O=C(O)c1sccc1S(=O)(=O)c1ccccc1,-4,nt,-4,6,nt,-1,nt,nt
COc1cc(C(=O)NCCCN2CCCC2=O)ccc1OCc1ccc(Cl)cc1Cl,1,-4,nt,7,-5,0,5,3
Cc1ccc(S(=O)(=O)N[C@@H](Cc2ccccc2)C(=O)N2CCC(C(=O)N[C@@H](CCC(N)=O)C(=O)O)CC2)cc1,nt,7,nt,-4,7,-1,5,2
COc1cccc(NC(=O)COc2cccnc2[N+](=O)[O-])c1,nt,-45,-6,-42,-29,-7,-5,-1
O=C(NCc1ccco1)C1CCCN(S(=O)(=O)c2ccccc2)C1 (configuration not stated),0,nt,-18,6,11,0,nt,7
COc1cccc(C(=O)Nc2ccc3ccccc3c2)c1,10,-16,-25,?,13,-6,2,0
COc1ccc(-n2nc(C(=O)NCC(=O)NCCCN3CCCCCC3)c3ccccc3c2=O)cc1Cl,-3,13,-5,-2,7,nt,7,-55
O=C(CCc1nnc(C2CCCCC2)o1)N1CCN(C2CCCCC2)CC1,0,5,3,17,2,nt,-3,-2
CCc1nc2ccc(C(=O)N(C)Cc3ccco3)cn2c1N(C)Cc1ccc(OC)cc1,2,21,nt,-8,1,0,3,1
CCOCCCNC(=S)N1CCN(CC)CC1,nt,7,nt,1,9,nt,18,1
C=CCSc1nnc(-c2cc(C(C)(C)C)nn2Cc2ccc(F)cc2)n1C,nt,-4,nt,12,1,nt,3,2
O=C(CCSCCC(=O)NN=Cc1ccccc1O)NN=Cc1ccccc1O,2,5,11,-32,-32,nt,8,-3
Nn1nnc2ccccc21,-1,0,-4,nt,-18,0,4,5
C[C@H]1CN([C@@H](C)CO)S(=O)(=O)c2ccc(C#Cc3ccccc3F)cc2O[C@@H]1CN(C)C(=O)Cc1ccccc1,19[16.7 µM],59,5,17,26,-2,nt,-2
COc1ccc(S(=O)(=O)N2CCCCC2)cc1NC(=O)c1cncc(Br)c1,-2,3,5,-5,3,0,-6,2

3 entries out of the list, arranged by molecular weight, rising.
compound,miR-122 sensor,PAX8 reporter,PGC1a acetyl inh,LGR2 antag,EWS-Fli block,Cneo AK release,FN deposition inh,CASP6 VEID inh
COc1cccc(NC(=O)COc2cccnc2[N+](=O)[O-])c1,nt,-45,-6,-42,-29,-7,-5,-1
C=CCSc1nnc(-c2cc(C(C)(C)C)nn2Cc2ccc(F)cc2)n1C,nt,-4,nt,12,1,nt,3,2
CCc1nc2ccc(C(=O)N(C)Cc3ccco3)cn2c1N(C)Cc1ccc(OC)cc1,2,21,nt,-8,1,0,3,1

Next entries follow.
compound,miR-122 sensor,PAX8 reporter,PGC1a acetyl inh,LGR2 antag,EWS-Fli block,Cneo AK release,FN deposition inh,CASP6 VEID inh
COc1ccc(S(=O)(=O)Nc2ccc3c(c2)C(=O)N([C@@H](C)CO)C[C@H](C)[C@H](CN(C)C(=O)Nc2c(C)noc2C)O3)cc1,2[16.7 µM],nt,2,-3,-7,2,nt,4
CN(C)c1ccc(N=Nc2ccccc2C(=O)OCC(=O)N(C)c2ccccc2)cc1,-3,-23,2,-18,nt,nt,1,nt
O=S(=O)(NC1CCCCC1N1CCN(c2ccccc2F)CC1)c1ccc(Cl)cc1 (configuration not stated),nt,-1,-1,-3,nt,9,-7,2
CC[C@]12c3[nH]c4ccccc4c3CCN1C(=O)C(CC(=O)NCCCOC)C[C@@H]2C(=O)N1CCN(C(=O)C2CC2)CC1 (some centres not stated),-2,6,-8,nt,1,2,4,6
Cc1c(Cl)ccc(S(=O)(=O)Nc2cccnc2)c1Cl,-2,-8,-2,16,5,2,0,0
C[C@H]1CN([C@@H](C)CO)C(=O)c2cc(NS(=O)(=O)c3cn(C)cn3)ccc2O[C@@H]1CN(C)S(=O)(=O)c1cn(C)cn1,2[16.7 µM],-35,nt,-6,3,nt,nt,nt
Cc1cc(C)cc(N(CC(=O)Nc2cccc(C)c2C)S(=O)(=O)c2c(C)[nH]c(=O)[nH]c2=O)c1,3,12,-5,0,nt,-2,10,0
CC(C)Sc1nc(O)c(Cc2ccccc2)c(=O)[nH]1,-11,-4,16,nt,nt,1,6,nt
CCC(=O)Nc1cccc(-c2ccc(N3CCC(C)CC3)nn2)c1,6,18,nt,?,nt,-6,5,-2
C=CCn1c(CNS(=O)(=O)c2ccc(F)cc2)n[nH]c1=S,-3,1,nt,-2,nt,-4,4,3
CC(=O)c1cccc(NC(=O)CCS(=O)(=O)c2cccc3nsnc23)c1,0,9,14,nt,nt,0,-2,nt
O=C(Cn1c(=O)oc2ccccc21)Nc1ccc(Br)cc1,nt,7,nt,-10,-11,1,1,-5
C[C@@H]1CN([C@H](C)CO)C(=O)c2cc(C#CC3(O)CCCC3)cnc2O[C@H]1CN(C)C(=O)C1CCOCC1,-13[16.7 µM],-21,5,-1,-3,-1,nt,1
O=c1[nH]c2ccccc2nc1-c1ccc(Cl)cc1,4,-46,nt,-69,-85,1,-23,1
O=C(CSc1ccc(-c2ccccn2)nn1)Nc1nccs1,nt,7,-17,0,-2,nt,1,-2
C[C@H]1CCCCO[C@H](CN(C)C(=O)C2CCCCC2)[C@@H](C)CN([C@@H](C)CO)C(=O)c2cc(NS(=O)(=O)c3ccc(Cl)cc3)ccc2O1,-3[16.7 µM],86*,-1,0,54*,2,-15,-1
C[C@@H]1CN([C@@H](C)CO)C(=O)CCCn2cc(nn2)CO[C@@H]1CN(C)C(=O)Nc1ccc(N2CCCCC2)cc1,-5[16.7 µM],nt,-5,16,0,2,-9,4
Cc1ccc(C)c(C(C)NC(=O)C2CCCO2)c1 (configuration not stated),-6,8,24,-1,1,2,-8,-1
CC(=O)NC(CC(=O)NC(C)c1ccc(Cl)cc1Cl)c1ccccc1 (configuration not stated),nt,3,nt,0,5,nt,-6,-4
C[C@H](CO)N1C[C@H](C)[C@@H](CN(C)C(=O)Nc2ccc(F)cc2)Oc2ccc(NC(=O)C3CCCCC3)cc2C1=O,4[16.7 µM],7,nt,16,2,nt,nt,nt
CCOC(=O)N1CCN(C(=O)CNS(=O)(=O)c2cccs2)CC1,-6,5,2,nt,nt,0,0,nt
Cc1ccc(CN(CC(=O)NC(C)(C)C)C(=O)CNC(=O)c2cccs2)cc1,nt,15,nt,-35,1,nt,-4,-2
Cc1ccc(CC(=O)Nc2cc(C)ccn2)cc1,0,-29,nt,-12,i,-1,-6,1
C[C@@H]1CCCCO[C@H](CN(C)C(=O)CCC(F)(F)F)[C@@H](C)CN([C@@H](C)CO)C(=O)c2cc(NC(=O)CCCCCC(=O)Nc3ccccc3N)ccc2O1,-1[16.7 µM],37,0,4,11,-13,nt,nt
CN1C/C(=N\S(=O)(=O)c2ccccc2)N(C)C1=O,-3,-102,nt,10,nt,4,5,nt
COc1ccc2c3c(n(C)c2c1)[C@H](CO)N(Cc1cccnc1)CC31CN(C(=O)c2cccnc2)C1,nt,-11,-2,-9,2,nt,7,-2
C[C@@H]1CCCCO[C@@H](CN(C)C(=O)Nc2ccc(C(F)(F)F)cc2)[C@@H](C)CN([C@H](C)CO)C(=O)c2cc(NC(=O)Cc3ccccc3)ccc2O1,9[16.7 µM],-3,-6,7,-13,2,nt,nt
CCc1ccc(C2C(C(=O)O)c3ccccc3C(=O)N2C)cc1 (configuration not stated),-5,nt,-4,-28,nt,-1,nt,nt
Cc1nc(NC(C)C(=O)O)c2nc(C)oc2n1 (configuration not stated),-2,-8,-3,nt,nt,0,-1,nt
O=C(CCCn1nnnc1CN1CCOCC1)N1CCC(c2ccc(F)cc2)C1 (configuration not stated),-3,3,nt,8,4,3,-4,-2
CCOC(=O)C1=C(O)C(=O)N(c2ccc(S(N)(=O)=O)cc2)C1c1ccc(Br)cc1 (configuration not stated),2,-8,13,1,-1,2,7,5
CC(=O)c1ccc(NC(=O)Nc2ccc(S(=O)(=O)N3CCCC3)cc2)cc1,nt,3,nt,12,6,0,-1,11
C#CCOCCOCCOCCNc1nc(N2CCN(C(=O)[C@H](CC(N)=O)n3cc([C@@H](N)C(C)C)nn3)CC2)nc(N2CCN(C(=O)[C@H](CC(N)=O)n3cc([C@@H](N)C(C)C)nn3)CC2)n1,1,3,nt,1,-10,5,11,-30
